Bioassay records: PubChem BioAssay, Sanford-Burnham Center for Chemical Genomics
NLRP3 yeast inh = inhibitors of NALP3 inflammasome in yeast; Yeast reconstituted NLRP3/ASC/caspase-1, beta-gal luminescence, 24 h; inhibition, % at 10 µM; hit rate 0.39% among 330,000;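 active means inhibition of 50% or more; inactive means inhibition below 50%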;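 further: plate controls were induced DMSO wells for no effect and uninduced yeast grown without galactose for full effect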
APJ ag = agonists of human APJ apelin receptor | CHO-K1 APJ PathHunter beta-arrestin, luminescence; 0% DMSO wells, 100% apelin | activation, % at 20 µM | hit rate 0.11% among 330,000 | AID 2520;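 active means activation more than six SD over the plate average, tested at 20 µM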;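 further: 0% = DMSO alone and 100% = apelin-13 at 10 nM; some results filed as inactive read as strong as hits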
Target sequence (P35414 whole entry, looked up): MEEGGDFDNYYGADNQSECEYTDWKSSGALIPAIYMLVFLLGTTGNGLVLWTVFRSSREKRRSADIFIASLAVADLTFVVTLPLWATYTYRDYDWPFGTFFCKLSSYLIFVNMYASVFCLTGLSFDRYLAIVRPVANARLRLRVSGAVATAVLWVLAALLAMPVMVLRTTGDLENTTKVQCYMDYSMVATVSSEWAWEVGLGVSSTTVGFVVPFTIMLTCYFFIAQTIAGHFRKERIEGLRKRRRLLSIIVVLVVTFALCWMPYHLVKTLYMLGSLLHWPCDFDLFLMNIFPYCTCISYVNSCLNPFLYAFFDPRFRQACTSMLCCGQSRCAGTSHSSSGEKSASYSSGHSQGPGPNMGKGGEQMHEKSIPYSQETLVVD
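Incubation: overnight seeding, 90 min compound at 25 °C, 1 h detection; test system: PathHunter CHO-K1 APJ (AGTRL-1) beta-arrestin reporter cells; amount: 1000 cells/well; doses: one dose, 20 µM compound, 1% DMSO; measured by: beta-gal luminescence; measure: agonist-driven arrestin binding to APJ; benchmarks: negative DMSO alone, positive Apelin-13 at 10 nM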
APJ antagonist = APJ receptor antagonism. CHO-K1 APJ beta-arrestin complementation, luminescence. inhibition, % at 20 µM. hit rate 0.32% among 330,000. AID 2521;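 active means inhibition above about 40% at 20 µM, limit read from the data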;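 further: cells challenged with 10 nM apelin-13 agonist together with compound; plate controls were apelin-13 plus DMSO wells for no effect and DMSO wells lacking apelin-13 for full effect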
TIM10 inh = TIM10 yeast growth inhibition; S. cerevisiae TIM10 strain growth, BacTiter-Glo luminescence, 24 h; inhibition, % at 10 µM; hit rate 1.4% among 330,000; AID 463195;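 active means inhibition of 40% or more at the single tested concentration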;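 further: wild-type TIM10 isogenic control strain grown at permissive 25 °C; 0% = DMSO yeast wells and 100% = minimal medium wells without yeast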
MPTP block = blocks calcium-induced mitochondrial swelling; isolated mouse mitochondria, Ca2+ swelling absorbance, 30 min; inhibition, % at 10 µM; hit rate 1.4% among 360,000; AID 602449;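 active means inhibition of 50% or more, scaled per plate between neutral and stimulator controls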;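 further: 0% = DMSO wells given calcium and 100% = 1 mM EGTA wells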
GRIN3A LBD mod = modulators (binders) of human NR3A ligand-binding domain; NR3A LBD differential scanning fluorimetry, Tm shift; 0% = protein alone, 100% = glycine-bound protein; Tm shift relative to glycine control, % at 25 µM; hit rate 2.5% among 340,000;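 active means melting temperature shift of at least 10% of the positive control shift, at one fixed dose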
tim23-1 inh = growth inhibitors of tim23-1 mutant yeast | hit rate 1.3% among 330,000 | S. cerevisiae tim23-1 growth, BacTiter-Glo luminescence, 24 h | inhibition, % at 20 µM | AID 463212;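 active means growth inhibition of the mutant yeast at or above 50%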;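 further: temperature-sensitive mutant grown at 25 °C; plate controls were DMSO-treated mutant yeast for no effect and medium wells lacking yeast for full effect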
tim10-1 inh = growth inhibitors of tim10-1 mutant yeast; S. cerevisiae tim10-1 ts strain growth, BacTiter-Glo, 24 h; inhibition, % at 20 µM; hit rate 2.2% among 330,000;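 active means inhibition of at least 40%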;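 further: mutant grown at 25 °C; 0% = DMSO wells with yeast and 100% = wells holding no yeast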
beta cell repl = induces beta-cell replication in MIN6 cells; MIN6 cells proliferation, ATPlite luminescence, 48 h; cells starved in 0.2% serum; 100% = growth in 10% serum; proliferation, % at 10 µM; hit rate 0.29% among 330,000;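 active means compounds whose signal lies at least 3.5 SD above the mean of all wells on their plate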;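 further: 0% = DMSO-treated cells in low-serum medium and 100% = 10% serum control; some compounds called inactive have numbers as strong as hits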
Active calls of the source: *. Random draw from the library (roughly 7.2% active in at least one column).

SMILES	MPTP block	tim23-1 inh	NLRP3 yeast inh	GRIN3A LBD mod	tim10-1 inh	APJ antagonist	TIM10 inh	APJ ag	beta cell repl
Cc1ccc(CSc2nc3ccccc3c(=O)n2C)cc1	4.6	2	5	0	-31	-10	-34	-5	-4
Cc1cc2occ(CC(=O)NC3CCCc4ccccc43)c2cc1C (stereo unspecified)	1.3	11	18	-1	16	0	21	-2	-3
CC1=NN(C(C#N)c2cccc([N+](=O)[O-])c2)C(C)(C)C1 (stereo unspecified)	-0.6	-1	-9	1	0	10	-5	-2	-3
COc1cccc(C2CC(=O)N3CN(c4ccccc4F)CSC3=C2C#N)c1 (stereo unspecified)	-0.1	8	10	-20	15	8	-5	-4	0
Cc1ccc(S(=O)(=O)N2CCOCC2)cc1C(=O)N(Cc1nnc(-c2ccccc2Cl)o1)C1CC1	0.9	19	15	1	20	6	16	5	-3
CC(=O)c1cc(-c2ccccc2)n(CC(=O)N2CCC(C)CC2)c1C	-1.4	29	9	-2	32	13	12	0	-2
COc1ccc(C(C)C)cc1S(=O)(=O)N1CCC(C(=O)NCC2CCCO2)CC1 (stereo unspecified)	0.2	12	8	11*	6	6	5	-3	3
O=C(Nc1ccc(Oc2ccc(S(=O)(=O)N3CCOCC3)cn2)cc1)c1ccco1	-0.2	6	-2	-1	12	-6	4	-2	0
CCOC(=O)[C@H]1[C@H]2COc3ccc(OC)cc3[C@@H]2N2C(=O)CN(Cc3ccc(Cl)cc3)C(=O)[C@@]12C	-0.3	18	6	-2	4	2	1	-3	-3
COc1ccc(NC(=O)C2=NN(C3CCS(=O)(=O)C3)C(=O)CC2)cc1S(N)(=O)=O (stereo unspecified)	-1.6	5	-13	0	4	10	-11	-4	-2
O=C(c1ccccc1NS(=O)(=O)c1ccc(F)cc1)N1CCCC1	-4.0	2	15	-2	21	-3	-4	-4	-3
CCOC(=O)c1cc(-c2ccc(C)cc2)n(CCC(=O)NCCN(C)C)c1C	27	26	3	1	6	-11	9	-1	0
CCOc1ccc2c(c1)C(C)=CC(C)(C)N2S(=O)(=O)c1ccc(NC(C)=O)cc1	0.3	21	11	-10	3	-3	-3	-3	-4
COc1ccccc1N(Cc1cc(=O)[nH]c2ccccc12)C(=O)c1ccccc1	-0.3	17	0	-2	10	7	19	-5	-1
CCn1cc(CCCC(=O)NCc2ccccc2OC)c2ccccc21	-0.9	14	17	-2	8	-24	-28	-2	-1
CNC(=S)N(CCN(C)C)Cc1cc2cc3c(cc2[nH]c1=O)OCO3	-0.4	5	-3	-3	6	6	6	-1	-5
O=C(c1cc2sccc2n1Cc1ccc(F)cc1)N1CCCc2ccccc21	1.2	6	5	-2	26	8	32	-3	-4
O=C(CNc1cccc(Cl)c1)NNC(=S)NCc1ccccc1	1.7	27	7	-8	18	2	2	-2	1
Nc1cc(N)cc(-c2nc3ccccc3o2)c1	-1.6	-15	15	-5	-5	0	10	2	-5
N#C/C(=N\Nc1cccc(C(F)(F)F)c1)C(=O)c1csc(-c2cccnc2)n1	84*	30	27	11*	22	10	8	-6	-3
OCCSc1ncnc2c1oc1ccccc12	-0.3	17	23	1	17	-20	11	-4	-5
CCOc1ccc2[nH]cc(S(=O)(=O)c3ccc(F)cc3)c(=O)c2c1	-0.5	-5	8	0	6	-6	3	1	-2
Cc1cccc(NC(=O)CSc2nnc(-c3ccco3)c(-c3ccco3)n2)c1	0.0	14	-3	-12	3	-27	11	-2	-3
COc1cc(C(=O)Nc2ccccc2C2COC(=O)C2=N)cc(OC)c1OC (stereo unspecified)	2.7	13	6	1	-4	-2	1	-1	0
Cn1c(Cn2cnc([N+](=O)[O-])n2)nnc1SCC(=O)Nc1ccccc1	-0.4	0	-12	-2	15	-3	-2	-1	0
CC1(C)CC(=O)C=C(c2ccc(Cl)c(C(F)(F)F)c2)C1	-0.3	25	6	3	1	1	-7	-1	-4
COc1ccc(C2=NOC(Cn3nc(C(=O)NCc4cccc(Br)c4)cc3-c3ccccc3)C2)cc1 (stereo unspecified)	-2.1	12	11	-4	-10	15	-27	-1	-4
Cc1cc(C)cc(Oc2ncnc3c2ncn3Cc2c(Cl)cccc2Cl)c1	-0.7	5	20	2	18	7	-7	-3	-5
CCNc1nc(NCC)n2c(SCc3nc4ccccc4c(=O)[nH]3)nnc2n1	-0.3	-2	-12	1	0	12	-8	1	-1
NC(=O)c1ccc(NCC2COc3ccccc3O2)c([N+](=O)[O-])c1 (stereo unspecified)	0.4	-5	17	0	1	10	7	-5	-3
Cc1c(C(=O)Nc2ccccc2Cl)oc2ccc(S(=O)(=O)N3CCC4(CC3)OCCO4)cc12	-0.5	32	5	-1	28	-13	15	-2	-1
Clc1cccc(-c2nnc(SCc3nc4ccccc4[nH]3)n2Cc2ccco2)c1	2.7	21	10	-4	30	6	32	-4	-2
Cc1cccc(-c2noc(CN(C(C)C)S(=O)(=O)c3ccc(F)cc3)n2)c1	-0.8	14	29	3	15	-36	-3	-1	-2
COC(=O)C1(C(O)C(=O)c2ccc(C)cc2C)CCCCC1 (stereo unspecified)	-2.4	22	43	-2	23	1	10	-1	-2
COCCc1nc2ccc(C(=O)N(C)Cc3cccc(-n4cccn4)c3)cc2o1	0.5	6	33	0	11	15	1	2	-3
C/C(=C\C(=O)c1ccc(Cl)s1)N(C)C	-2.8	17	8	-2	0	11	8	0	-1
O=C(Oc1ccccc1[N+](=O)[O-])c1cccnc1	-1.0	17	15	-1	-3	32	5	0	0
Cc1ccc(-n2c(C)cc(C(=O)COc3cccnc3[N+](=O)[O-])c2C)cc1	7.7	9	23	2	5	-10	16	0	-5
CCNC(=S)N1CCN(S(=O)(=O)/C=C/c2ccccc2)CC1	0.5	-7	2	-2	-3	0	-10	-4	3
O=C(Nc1cccnc1Oc1ccc(Cl)cc1)c1cccc2ccccc12	-0.7	32	17	-4	29	-25	12	1	-4
COc1cc2c(cc1OC)C(C)N(C(=O)c1c(C)noc1C)CC2 (stereo unspecified)	-0.6	16	1	1	-8	5	-15	-4	-1
COc1ccc(CNC(=O)Cn2nc(Cc3cccnc3)c3ccccc3c2=O)cc1	-2.7	8	11	0	0	2	-11	4	5
CC(=O)c1c(C)[nH]c(C(=O)COC(=O)CCCOc2ccccc2)c1C	1.4	12	0	-2	13	-4	9	-2	-1
Cc1cc(=O)n2[nH]c(-c3ccsc3-n3c(C)ccc3C)cc2n1	3.4	-6	17	0	-2	10	-2	0	-2
FC(F)(F)c1cc(C(F)(F)F)n2nc(-c3sccc3-n3cccc3)cc2n1	-3.9	7	-4	-1	2	12	-15	-3	-5
COCCN1C=C(C(=O)OC)C(c2ccccc2C(F)(F)F)C(C(=O)OC)=C1	1.6	11	0	-1	29	8	18	3	-1
NNC(=O)c1ccc(Cn2cc(Br)cn2)o1	2.0	8	3	-1	-7	-1	-1	8	1
O=C(Nc1ccc(N2CCOCC2)cc1)c1ccc(S(=O)(=O)NCc2ccco2)cc1	2.3	-3	17	0	-2	-2	0	-3	-3
O=C(CSc1nnc(COc2cccc3cccnc23)o1)N1CCCC1	-0.6	8	-10	0	0	-12	4	1	-4
O=C(CSc1nnc(-c2ccncc2)n1Cc1ccco1)OC1CCCCC1	-4.4	38	2	-3	29	12	28	2	-2
CN1CCN(C(=S)c2cn(Cc3ccc(Br)cc3)c3ccccc23)CC1	0.5	38	18	-5	2	17	10	-4	-6
COc1ccc(CCNC(=O)CCS(=O)(=O)c2ccc3c(c2)NC(=O)C(C)S3)cc1OC (stereo unspecified)	-0.6	10	-3	-1	16	-5	-4	4	6
O=C(COC(=O)CN1C(=O)NC2(CCCC2)C1=O)Nc1c(Cl)cccc1C(F)(F)F	-3.4	3	-1	0	-11	-2	-2	-4	-1
Cc1cc(CNC(=O)COC(=O)Cn2[nH]c(=O)c3ccccc3c2=O)cc(C)c1O	-0.8	-12	8	0	3	22	5	-5	-1
CC1Cc2ccccc2N1C(=O)CN1CCN(Cc2ccccc2)CC1 (stereo unspecified)	0.5	15	20	0	-7	-20	-13	-3	0
NC(=O)C1(N2CCCCC2)CCN(c2ccc3nnc(-c4ccccc4)n3n2)CC1	-1.6	-18	17	-1	-2	9	0	-3	3
CCOC(=O)c1ccccc1NC(=O)COc1coc(CN2CCc3ccccc32)cc1=O	-1.6	31	25	4	21	2	9	-3	-1
CN1C(=O)C2(c3ccccc31)N(C)CC(c1ccccn1)C21SC(=S)N(Cc2ccco2)C1=O (stereo unspecified)	0.9	41	3	4	47*	9	33	-3	-4
CCC(C)(C)n1nnnc1CN(Cc1cc2cc(OC)c(OC)cc2[nH]c1=O)C1CCCC1	-0.7	16	22	0	7	-3	-7	-3	7.2*
COc1ccc(CNC(=O)COC(=O)/C=C/c2cccc(Br)c2)cc1OC	0.2	23	6	4	5	7	20	-3	0

Some entries already given, showing only GRIN3A LBD mod and beta cell repl:
SMILES | GRIN3A LBD mod | beta cell repl
Cc1c(C(=O)Nc2ccccc2Cl)oc2ccc(S(=O)(=O)N3CCC4(CC3)OCCO4)cc12 | -1 | -1
Cc1ccc(-n2c(C)cc(C(=O)COc3cccnc3[N+](=O)[O-])c2C)cc1 | 2 | -5

More entries
SMILES	MPTP block	tim23-1 inh	NLRP3 yeast inh	GRIN3A LBD mod	tim10-1 inh	APJ antagonist	TIM10 inh	APJ ag	beta cell repl
Cc1ccc(-n2c(CNc3cccc(Cl)c3)n[nH]c2=S)cc1	0.6	20	20	-1	25	16	18	-1	0
COc1ccc(C(=O)Nc2ccc(-c3nnn(CC(=O)N4CCN(C(=O)c5ccco5)CC4)n3)cc2)cc1	2.2	4	2	0	5	6	1	-3	-1
Cc1ccc(N=C2SC(C(=O)NCCc3ccccc3)CC(=O)N2C)cc1C (stereo unspecified)	-2.3	23	-9	2	11	-11	3	1	0
Cc1ccc(CCNC(=O)NC(C)(C)C)cc1	-1.0	11	9	1	-16	20	-1	3	0
CCOc1ccc2[nH]c(=O)c(CN(Cc3ccccc3OC)C(=O)c3ccccc3)cc2c1	-2.1	13	6	1	12	-7	5	2	-3
CCOC(=O)c1sc(=S)n(Cc2ccccc2)c1N	1.4	22	37	-9	42*	7	16	-1	-1
O=C1C[C@H](NC(=O)OCc2ccccc2)CO1	0.3	2	8	2	11	-10	8	-1	-4
Clc1ccc(-c2noc(CCCc3ccccc3)n2)cc1	-2.3	-7	-3	4	10	9	0	-2	0
Cc1ccc(C)c(OCCn2nnc3ccccc32)c1	0.6	23	37	3	-1	-1	5	0	-4
Cc1oc(C(C)(C)C)cc1C(=O)Nc1ccc(C(=O)O)cc1	-2.5	12	-5	0	-5	14	2	-2	0
Cc1cc(C(=O)CN2C(=O)C(=O)N(Cc3ccccc3)C2=O)c(C)n1Cc1ccc(F)cc1	-1.5	10	9	0	6	1	1	0	-5
O=C(/C=C/c1cc([N+](=O)[O-])ccc1OC(F)F)Nc1ccc(OC(F)F)cc1	-0.1	6	10	-16	-15	-6	7	-1	-3
COCCNC(=O)CSc1c2c(nc3ccc(Cl)cc13)CCCC2	0.5	16	8	-1	37	11	8	-3	-4
